aSyn rescue: alpha-synuclein toxicity inhibition in yeast | Yeast expressing alpha-synuclein, growth rescue, BacTiter-Glo, 24 h | Potency, µM (doses to about 46.1 µM), for inactives: at the top dose growth rescue (activation), most hits filed as activators | AID 652106 | 0.14% of 370,000 active; note: potency is the fitted concentration of half-maximal effect; % of control where 0% means no effect; nearly all actives have a fitted effect of over 65% in size
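Rescue of yeast growth: cells expressing toxic alpha-synuclein, induced in galactose at OD600 0.02, incubated with compound 24 h at 30 C. ATP luminescence quantified growth; inhibitors of toxicity appear as activators.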
D3 ag: activates the human D3 dopamine receptor; D3R DiscoveRx beta-arrestin cells, luminescence, 90 min; max activation, %; 0.58% of 410,000 active; AID 652048; in the data active = max activation above about 30%; note: 0% is about no effect; mostly tested at two doses, the higher about 12 µM
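Cells at 1500/well, incubated overnight, then treated with pinned compounds (dopamine as control) for 90 min at 37 degrees C. DiscoveRx reagent added for 30 - 60 minutes at room temperature; luminescence read.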
EPAC2 antagonist: antagonists of human EPAC2; Q8WZA2; 0.18% of 360,000 active; Potency, µM (top dose mostly 114 µM), without a hit: at the top dose activity, negative = inhibition, most hits filed as inhibitors; EPAC2 GEF exchange of Rap1B-BODIPY-GDP, fluorescence; AID 720708; note: potency is the fitted concentration of half-maximal effect; % is set by controls: 0 for no effect and ±100 for the full control effect; nearly all actives have a fitted effect of over 45% in size; many of its hits are not listed in these tables
Target sequence (Q8WZA2 whole entry, looked up): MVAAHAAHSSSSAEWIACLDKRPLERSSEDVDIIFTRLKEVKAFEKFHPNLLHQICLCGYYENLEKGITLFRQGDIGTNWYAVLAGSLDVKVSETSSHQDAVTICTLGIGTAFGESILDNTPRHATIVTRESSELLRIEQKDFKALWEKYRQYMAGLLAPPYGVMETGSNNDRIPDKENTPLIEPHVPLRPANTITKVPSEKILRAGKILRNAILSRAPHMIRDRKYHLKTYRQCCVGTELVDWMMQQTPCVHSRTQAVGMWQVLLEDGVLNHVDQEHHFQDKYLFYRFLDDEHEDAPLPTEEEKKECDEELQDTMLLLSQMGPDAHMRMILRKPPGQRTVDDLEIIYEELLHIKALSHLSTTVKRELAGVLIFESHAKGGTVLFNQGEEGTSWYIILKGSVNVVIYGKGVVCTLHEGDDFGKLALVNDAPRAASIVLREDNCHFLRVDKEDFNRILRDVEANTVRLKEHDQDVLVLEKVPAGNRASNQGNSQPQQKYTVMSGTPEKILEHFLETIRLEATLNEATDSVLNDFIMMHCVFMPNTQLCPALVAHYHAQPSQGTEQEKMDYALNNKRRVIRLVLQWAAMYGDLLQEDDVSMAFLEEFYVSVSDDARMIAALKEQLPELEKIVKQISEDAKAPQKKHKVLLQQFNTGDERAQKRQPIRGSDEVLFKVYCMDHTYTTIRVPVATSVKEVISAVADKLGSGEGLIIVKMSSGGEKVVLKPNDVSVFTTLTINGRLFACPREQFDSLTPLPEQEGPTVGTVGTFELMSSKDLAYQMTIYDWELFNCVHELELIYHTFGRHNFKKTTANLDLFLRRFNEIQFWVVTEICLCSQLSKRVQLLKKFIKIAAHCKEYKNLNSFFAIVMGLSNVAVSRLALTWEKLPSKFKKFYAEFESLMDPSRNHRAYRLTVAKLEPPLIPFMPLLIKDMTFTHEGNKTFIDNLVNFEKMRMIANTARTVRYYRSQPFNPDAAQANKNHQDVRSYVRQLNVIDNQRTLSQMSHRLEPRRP
DRD3 antagonist: antagonists of human D3 dopamine receptor. max response, negative = inhibition, %. AID 652054. D3R cells, DiscoveRx beta-arrestin luminescence, antagonist mode; active compounds read low. P35462. 2.5% of 360,000 active; in the data active = max response below about -50%; inconclusive = no clear call, values can overlap the other calls; note: % is set by controls: 0 for no effect and ±100 for the full control effect; mostly tested at two doses, the higher about 12 µM
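Cells expressing the human receptor were seeded at 1500 cells/well, incubated overnight at 37 degrees C in 5% CO2, then exposed to library compounds with dopamine controls for 90 minutes at 37 degrees C before luminescent detection.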
EPAC2 agonist: activates human EPAC2 exchange factor; EPAC2 activation, biochemical qHTS; response scale: 100% = 6.5 mM cAMP response; Potency, µM (highest dose often 154 µM), without a hit: at the top dose activation, actives largely listed as activators; 0.079% of 360,000 active; AID 720711; note: potency is the fitted concentration of half-maximal effect; nearly all actives have a fitted effect of over 50% in size
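Compounds were added across a concentration range to EPAC2 (100 nM), RAP1B-BODIPY-GDP (250 nM) and GDP (50 uM). After 5 min at room temperature, fluorescence was recorded at 5-min intervals for 30 min.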
FUS yeast rescue: suppressors of FUS proteinopathy in yeast; 0.24% of 390,000 active; Potency, µM (doses to about 76.6 µM), for inactives: at the top dose growth rescue (activation), actives largely listed as activators; S. cerevisiae FUS-expressing, growth rescue, OD600, 24 h;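 note: potency is the fitted concentration of half-maximal effect; plate controls were DMSO vehicle for no effect and reference control for full effect; nearly all actives have a fitted effect of over 55% in size; some results filed as inactive show a strong effect at the top dose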
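Galactose (2%) drives FUS expression in yeast precultured in raffinose; seeding density OD 0.005. Test compounds incubated 24hr at 30C and 99% humidity before absorbance at 600 nm was measured.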
TDP43 rescue: rescues yeast growth from TDP-43 toxicity | TDP-43 expressing yeast growth rescue, BacTiter-Glo, 24 h | Potency, µM (titrated, usually from 46.1 µM), without a hit: at the top dose growth rescue (activation), hits mostly activators | 1.8% of 410,000 active | AID 652104; note: potency is the fitted concentration of half-maximal effect; % of control where 0% means no effect; nearly all actives have a fitted effect of over 50% in size
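Galactose-induced TDP-43 yeast, OD600=0.02, compound pinned; 24 hr, 30 deg C; BacTiter-Glo luminescence for growth. Inhibitors of TDP-43 toxicity read as activators.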
Abeta rescue: compounds reversing amyloid beta toxicity in yeast. yeast expressing A-beta42, growth rescue, OD600, 48 h; response scale: 0% DMSO, 100% iron-clioquinol control. 0.063% of 410,000 active. AID 1347071. Potency, µM (titrated, usually from 46.1 µM), for the others: top-dose growth rescue, most hits filed as activators; note: potency is the fitted concentration of half-maximal effect; nearly all actives have a fitted effect of over 55% in size
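Growth rescue measured by 600 nm absorbance after 48 h yeast culture at 30 C with compound. Values normalized between DMSO and an equimolar ferric chloride plus clioquinol control.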
* hit, by the source's call; ? = inconclusive; · = no result given; [ ] = dose if it differs, or a comment. Unless noted, calls come from the whole dose curve; as a rule, active = well fitted curve in the direction sought with a large enough effect; inconclusive = small, poorly fitted or top-dose-only effect, or another doubt; inactive = no such curve, though single readings can be large; an effect the other way counts as inactive or inconclusive. Only part of the results is shown; count on the stated rates, not on these rows.

SMILES | aSyn rescue | D3 ag | EPAC2 antagonist | DRD3 antagonist | EPAC2 agonist | FUS yeast rescue | TDP43 rescue | Abeta rescue
CN1CCN(c2cc(-c3cccc(C(=O)O)c3)nc3ccnn23)CC1 | 6% | 1 | 5% | 4 | -6% | -9% | 0% | 15%
Cc1cc(C)nc(N2CCCC(C(=O)NC3CC3)C2)n1 (stereo unspecified) | -4% | -6 | 11% | 2 | 1% | 2% | -18% | 2%
COc1ccc(NC(=O)NN2CCN(C)CC2)cc1 | 4% | -1 | -4% | 15 | -3% | -20% | 3% | -10%
CS(=O)(=O)c1ccc(-c2cnc3c(NC=O)cc(-c4ccsc4)cn23)cc1 | -1% | 5 | 17% | -10 | 11% | 32% | 13% | -11%
CC(C)[C@@H](NC(=O)OC(C)(C)C)c1cc(C(=O)c2c(-c3ccccc3)[nH]c3ccccc23)c(N)s1 | 6% | -5 | -4% | -22 | -9% | ? | 9% | -3%
COc1cccc(NC(=O)Cn2c(=O)oc3ccccc32)c1 | 4% | -3 | 4% | 14 | -2% | 7% | -14% | 9%
COc1ccc(N=Nc2cc(-c3ccccc3)ccc2O)cc1 | 2% | 1 | -11% | 9 | 4% | 7% | 13% | 0%
CCOc1ccc(S(=O)(=O)N2CCCCC2)cc1NC(=O)Cc1ccsc1 | -10% | 9 | 2% | 0 | -3% | · | 20% | 6%
O=C(CCCc1nc(-c2ccccc2Cl)no1)NC1CCCCC1 | -2% | -12 | 4% | 29 | 0% | -10% | 11% | -6%
CC1CCCCC1NC(=O)c1cccc(S(=O)(=O)N2CCN(Cc3ccccc3)CC2)c1 (stereo unspecified) | 0% | 0 | -11% | -6 | 5% | 6% | 2% | 4%
Cc1ccnc(SCC(=O)Nc2sccc2C#N)n1 | 0% | 5 | 6% | 3 | 12% | 16% | ? | -11%
Cc1cc(Cl)ccc1OCC(=O)Nc1c(C(=O)c2ccccc2)oc2ccccc12 | · | -8 | · | · | · | 3% | -9% | -15%
CCOC(=O)CC1(c2ccc(OC)c(OC)c2)C(=O)c2ccccc2C1=O | 1% | 9 | ? | 6 | 10% | 5% | -6% | -3%
Cc1cc(C)c2c(C)c(C(=O)N3CCC(c4nc5ccccc5s4)CC3)oc2c1 | · | 4 | · | · | · | ? | 6% | -17%
CC1Nc2nc(N(C)C)[nH]c(=O)c2NC1C (stereo unspecified) | -3% | -7 | 6% | 10 | 6% | 33% | -15% | -25%
O=C1c2ccccc2-c2onc3ccc(NCCCn4ccnc4)c1c23 | -2% | -25 | 406%[activator] | ? | -86%[inhibitor] | 10% | -51%[inhibitor] | -38%[inhibitor]
Cc1ccc(C(=O)c2c3ccc([N+](=O)[O-])cc3[n+]([O-])n2CCCC(N)=O)cc1 | 12% | 1 | 0% | 16 | 0% | -5% | 19% | 7%
CCn1c(CCNC(=O)c2cccs2)nnc1SCC(=O)Nc1nc(-c2ccccc2)cs1 | 5% | 2 | -4% | 36 | 3% | ? | 24% | 7%
O=C1c2ccsc2SCCN1Cc1ccc(Cl)cc1Cl | 3% | 0 | 1% | 19 | 22% | 20% | 0% | -16%
COC(=O)c1ccc(CO/N=C2\CCCc3nonc32)cc1 | 7% | 0 | 0% | -18 | 15% | 14% | ? | 20%
COc1ccccc1C(=O)COC(=O)CNS(=O)(=O)c1ccc(C)c(C)c1 | 2% | 10 | -11% | -6 | 5% | 9% | -8% | -5%
Cc1ccc(S(=O)(=O)NC(=O)C2(C)CCN2C(=O)c2ccccc2)cc1 (stereo unspecified) | 5% | -8 | 1% | -14 | 7% | -9% | 9% | -7%
COc1ccccc1Cn1c(=O)[nH]c2cccnc21 | 2% | -3 | 9% | -16 | 5% | 19% | -12% | -3%
CCc1nnc(NC(=O)C2CC(=O)N(CCc3ccccc3)C2)s1 (stereo unspecified) | -7% | -8 | 0% | 3 | 8% | 5% | -22% | -7%
CN(c1ccccc1)S(=O)(=O)c1ccc(C(=O)OCC(=O)NCc2ccco2)cc1 | 10% | -2 | -5% | 0 | -4% | 15% | 8% | 12%
C/C(=N\N=C(/N)SC1CC(=O)N(c2ccc(Cl)cc2)C1=O)c1cccs1 (stereo unspecified) | 4% | -4 | -9% | 5 | ? | 7% | 0% | -6%
C#CCNC(=O)C1=C[C@@H](c2coc3ccccc3c2=O)[C@H](CCCO)[C@@H](OCC)O1 | -11% | 3 | 10% | 4 | 5% | 2% | 23% | 9%
COc1ccc(C)cc1S(=O)(=O)N1CCCC(C(=O)N2CCOCC2)C1 (stereo unspecified) | -1% | 2 | 3% | -7 | -5% | 8% | -17% | 0%
Cc1cc2nc(-c3cccc(Br)c3)c(Cc3cccc(Cl)c3)n2c(C)c1Br | -6% | -7 | -12% | -26 | 7% | 2% | 26% | -1%
CNC(=O)[C@@H]1C[C@H]1[C@@H](NC(=O)OCc1ccccc1)c1ccccc1 | 5% | -7 | -1% | 44 | 11% | 2% | 2% | -2%
CSc1ccc(CN2CCC2(C)C(=O)NC2CCN(Cc3ccccc3)CC2)cc1 (stereo unspecified) | 2% | -19 | 2% | -111* | 4% | 3% | 8% | 0%
COc1ccc(OC)c(S(=O)(=O)n2nnc3cc(Cl)ccc32)c1 | -8% | 1 | 2% | 10 | 14% | -6% | -13% | 1%
COc1ccc(Cl)cc1NC(=O)c1sc2nc(-c3ccc(OC)c(OC)c3)ccc2c1N | · | 0 | · | · | · | 26% | -5% | -26%
O=C(NCc1ccccn1)c1nn(-c2ccccc2Cl)nc1CO | · | -11 | · | · | · | -8% | -5% | 3%
COc1ccc(C(C)NC(=O)Cc2cccs2)cc1 (stereo unspecified) | -2% | 0 | 3% | -11 | 4% | 23% | 9% | 1%
NNS(=O)(=O)c1ccc(Cc2ncc(C(F)(F)F)cc2Cl)s1 | 0% | -2 | 7% | -7 | -16% | 0% | 1% | -8%
CCOc1ccccc1NC(=O)Cn1c(=O)n(Cc2ccccc2)c(=O)c2c3c(sc21)CN(C(C)=O)CC3 | · | -2 | · | · | · | -17% | -4% | -5%
COc1cccc(NC(CNS(=O)(=O)c2ccc(Cl)cc2)c2ccccc2)c1 (stereo unspecified) | · | -1 | · | · | · | ? | -5% | 2%
COc1ccc2c(c1)O/C(=C\c1ccco1)C2=O | 8% | -1 | -5% | -16 | 11% | 29% | 21% | -47%[inhibitor]
Cc1ccc2c(c1)C=CC(C)N2C(=O)c1ccccc1 (stereo unspecified) | 6% | 7 | -23% | -14 | 9% | -23% | 15% | -4%

The closing 3 compounds of the part before lead into the next.
SMILES | aSyn rescue | D3 ag | EPAC2 antagonist | DRD3 antagonist | EPAC2 agonist | FUS yeast rescue | TDP43 rescue | Abeta rescue
COc1cccc(NC(CNS(=O)(=O)c2ccc(Cl)cc2)c2ccccc2)c1 (stereo unspecified) | · | -1 | · | · | · | ? | -5% | 2%
COc1ccc2c(c1)O/C(=C\c1ccco1)C2=O | 8% | -1 | -5% | -16 | 11% | 29% | 21% | -47%[inhibitor]
Cc1ccc2c(c1)C=CC(C)N2C(=O)c1ccccc1 (stereo unspecified) | 6% | 7 | -23% | -14 | 9% | -23% | 15% | -4%
COc1ccc(F)cc1S(=O)(=O)n1nnc2ccccc21 | ? | -5 | -5% | ? | 13% | ? | 10µM* | 0%
COc1cc(/C=C/C(=O)O)ccc1S(=O)(=O)N1CCCc2ccccc21 | -3% | -3 | -12% | -3 | 6% | 16% | -16% | 23%
CCn1cc(C(=O)N2CCN(C3CCCCC3)CC2)c2cc(OC)c(OC)cc2c1=O | -8% | 5 | -1% | 5 | -5% | -13% | 12% | -1%
Cc1ccc(CN2CCN(Cc3ccc(OC(C)C)cc3)CC2CCO)o1 (stereo unspecified) | -3% | -15 | 1% | 3 | 2% | 16% | 2% | -10%
N#C/C(=C\c1cc(Br)c(O)c(Br)c1)c1nc2ccccc2c(=O)[nH]1 | · | -11 | · | · | · | -15% | ? | -7%
CCc1nn(C(C)C(=O)NCc2ccc(Cl)cc2)c(=O)c2cc3occc3n12 (stereo unspecified) | 14% | -4 | -7% | 11 | -1% | 17% | 22% | 6%
Cn1c(=O)cc(OCCCC(=O)Nc2cccc(Cl)c2)c2ccccc21 | -9% | -7 | 3% | 2 | 0% | -14% | 1% | -15%
Cc1ccc(Cl)cc1NC(=O)C(=O)N1CCCCC1 | -4% | 0 | -11% | 4 | 14% | -40% | 10% | 7%
O=C(CNC(=O)C12CC3CC(CC(C3)C1)C2)OCC(=O)N1CCCCC1 | -4% | 7 | 2% | 14 | 5% | 5% | -15% | -4%
CCOC(=O)c1cc(S(=O)(=O)NCc2ccc(F)cc2)[nH]n1 | · | -14 | · | · | · | -14% | -14% | -18%
CCOC(=O)c1c(C)oc2c1c(C(c1cccnc1)N1CCOCC1)c(O)c1ccccc12 (stereo unspecified) | -69%[inhibitor] | 0 | -6% | ? | -3% | 2% | 15% | -93%[inhibitor]
Fc1ccc(CNn2cnnc2SCc2ccc(F)cc2)cc1 | -5% | 41* | 10% | -9 | 2% | 23% | 12% | -2%
O=C(NCCSc1ccccc1)c1cncc(Br)c1 | -1% | 1 | 15% | -10 | -2% | 5% | 28% | 31%
O=C(CN1C(=O)NC2(CCCCC2)C1=O)Oc1ccc2c(C(F)(F)F)cc(=O)oc2c1 | 11% | 6 | -9% | 53 | 0% | -9% | 4% | -4%
Cn1c2ccccc2c2cnn(CC(=O)Nc3ccccc3F)c(=O)c21 | · | -11 | · | · | · | -19% | 0% | -16%
Cc1cc(C)cc(Oc2nc3c(C)cccn3c(=O)c2/C=C(\C#N)c2nc3ccccc3[nH]2)c1 | · | 3 | · | · | · | -2% | 0% | -10%
CCOC(=O)/C=C1/SCC(=O)N1CC(=O)Nc1ccccc1OC(F)F | -1% | -6 | 13% | 6 | -5% | 5% | -15% | 14%
CCOC(=O)c1ccccc1NC(=O)COC(=O)c1cc([N+](=O)[O-])ccc1N1CCOCC1 | 4% | 12 | -5% | 15 | 3% | 42% | 18µM* | 23%
CCCCCCC=C1CCC(CN2CCCC2)C1=O (stereo unspecified) | 7% | 1 | ? | 9 | -9% | 2% | ? | -13%
Cc1nnc(SCC(=O)Nc2ccc(Oc3ccccc3)cc2)n1N | -3% | 1 | -1% | -18 | 2% | 10% | -5% | 6%
CCN(CC)c1ccc(NC(=O)c2ccccc2)cc1S(=O)(=O)Nc1ccccc1OC | -36%[inhibitor] | -4 | -9% | 0 | 4% | · | 30% | 11%

Assay outcomes as filed in PubChem BioAssay.
